# Screens (PubChem)
# cln2 rad14: NCI yeast anticancer drug screen, S. cerevisiae cln2 rad14 strain; growth inhibition, % at 50 µM; 78,000 tested, 8.3% active; AID 165;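 note: 0% = growth of vehicle-only cultures of the same strain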
#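 Relative to vehicle controls, growth inhibition of compound-treated cln2 rad14 yeast was recorded.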
# mlh1 rad18: NCI yeast anticancer drug screen, S. cerevisiae mlh1 rad18 strain; growth inhibition, % at 50 µM; 79,000 tested, 11% active; AID 175;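 note: 0% = growth of vehicle-only cultures of the same strain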
#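 In this whole-cell yeast screen, a strain with altered DNA damage repair is challenged with compound, and its growth is measured against matched vehicle-treated controls.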
# rad50: NCI yeast anticancer drug screen, S. cerevisiae rad50 strain | 79,000 tested, 10% active | growth inhibition, % at 50 µM | AID 155;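 note: 0% = growth of vehicle-only cultures of the same strain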
#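 A DNA repair-deficient yeast mutant serves as the test organism; compound-induced growth inhibition is calculated against vehicle-treated cells.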
# sgs1 mgt1: NCI yeast anticancer drug screen, S. cerevisiae sgs1 mgt1 strain; growth inhibition, % at 50 µM; 78,000 tested, 10% active;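 note: 0% = growth of vehicle-only cultures of the same strain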
#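 Genetically altered yeast, compound exposure, growth inhibition relative to vehicle.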
# bub3: NCI yeast anticancer drug screen, S. cerevisiae bub3 mutant strain; growth inhibition, % at 50 µM; 78,000 tested, 9.9% active; AID 167;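 note: 0% = growth of vehicle-only cultures of the same strain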
#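 Growth of a checkpoint-deficient yeast mutant is measured after compound exposure. Values represent inhibition relative to vehicle.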
# yeast mec2-1: NCI yeast anticancer drug screen, S. cerevisiae mec2-1 strain. 79,000 tested, 9% active. growth inhibition, % at 50 µM;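 note: 0% = growth of vehicle-only cultures of the same strain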
#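 Each compound was tested on mec2-1 yeast, a strain altered in DNA damage repair or cell cycle control. Growth inhibition is reported relative to vehicle.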
# * marks the source's active call; other numbers are inactive results; x = not tested or not shown. Cut-off read from the data, not from the text of the source: active = growth inhibition above about 70%; inactive = the rest.
SMILES,cln2 rad14,mlh1 rad18,rad50,sgs1 mgt1,bub3,yeast mec2-1
OC1CCSc2ccccc21 (centres undefined),10,23,29,24,24,10
CCOC(=O)c1ccc(NC(=S)NCc2cccnc2)cc1,5,-7,12,25,22,-3
O=C(NC(Cc1ccccc1)C(=O)NNc1ccccc1Cl)OCc1ccccc1 (centres undefined),56,89*,92*,95*,80*,86*
O=C(CCCCCC(=O)NO)NO,-20,-2,-1,-7,-9,-6
OCc1cc2ccccc2cc1Br,-46,-2,4,-8,4,-5
O=C(CC[N+](=O)[O-])OCC1OC(OC(=O)CC[N+](=O)[O-])C(O)C(O)C1O (centres undefined),34,39,23,28,15,1
ONC(=Nc1ccccc1)c1ccccc1,97*,98*,95*,96*,95*,98*
c1ccc(-c2nc3ccccc3nc2-c2ccc(-c3nc4ccccc4nc3-c3ccccc3)cc2)cc1,5,-19,8,-9,2,-1
c1ccc(Cn2nnc(-c3ccccc3)n2)cc1,-10,18,19,5,33,8
CCCOC(=O)C(Br)C(Br)C(=O)OCCC (centres undefined),91*,90*,90*,93*,92*,93*
CCCCCC/C=C/CCCCCCCC(=O)OCC,31,11,6,18,10,-6
O=C1CSc2cc(Cl)ccc2N1,-45,17,9,-17,18,-15
Oc1ccc(F)cc1,-25,29,4,6,-3,-35
CSc1nc2c(=O)oc(-c3ccccc3)nc2s1,42,13,40,30,40,22
Oc1cc(CN2COc3ccccc32)c(O)cc1CNC1CCCCC1,63,-12,-7,-26,-34,-5
COC(=O)C1=C(NC(=O)Nc2ccc(Cl)cc2)OC(C)(C)C1c1ccc(Cl)cc1 (centres undefined),95*,97*,96*,97*,95*,98*
O=C(Nc1ccc([N+](=O)[O-])cc1)Nc1nccnn1,-40,-1,5,11,8,-13
O=C(N1CCN(CCO)CC1)N1c2ccccc2Sc2ccccc21,-2,2,-27,-16,-13,-36
Cc1cc(C)c2c(C#N)cn(-c3ccccc3Cl)c2n1,-32,7,-2,-2,4,9
O=C(CN=C(CN(c1ccccc1)c1ccccc1)Oc1c(Cl)cc(Cl)cc1Cl)N1c2ccccc2Sc2ccccc21,-36,8,5,37,-15,-11
S=C(NC(=S)Nc1ccccc1)Nc1ccccc1,92*,95*,94*,96*,96*,83*
CC(=O)Nc1ccc(NC(=O)C2CC3C=CC2C3)cc1 (centres undefined),3,23,8,-33,-11,-11
COC(=O)C1=C(C(=O)OC)C(C)(C)N=N1,-2,3,14,13,16,7
COc1ccc(Cc2c3cc(OC)c(OC)cc3cc[n+]2CC(=O)c2ccc(F)cc2)cc1OC,6,-29,-17,-12,3,-17
CN(/N=C/c1ccccn1)C1=NCCN1,3,-21,-24,-31,7,-29
CC(=O)OC[C@@H](OC(C)=O)[C@H](OC(C)=O)c1cnn(-c2ccccc2)n1,-6,13,-1,3,72*,3
Cc1ccc(N2C(=O)/C(=C3\Sc4c(nc(C)n(C)c4=O)N3c3ccccc3)SC2=S)cc1,-59,-27,-21,-7,-33,-31
CCC(CCCN)Nc1cc(OC)cc2cccnc12 (centres undefined),28,53,60,65,55,42
COC(=O)c1c(CC(=O)OC(C)C)cc2n(c1=O)Cc1c-2nc2ccccc2c1OC,-21,-17,0,0,20,-1
CN(N=O)c1c([N+](=O)[O-])cc2c(c1[N+](=O)[O-])Cc1ccccc1-2,18,19,0,-9,15,-4
CC(C)C(NC(=O)C(NC(=O)OCc1ccccc1)C(C)O)C(=O)NN (centres undefined),-57,0,-2,12,2,-11
CC(O)COC(C)COC(C)c1ccccc1 (centres undefined),-2,5,2,-4,2,0
COC(=O)C1=C(C)NC(C)=C(C(=O)OCCCN2CCC(c3ccccc3)(c3ccccc3)CC2)C1c1cccc([N+](=O)[O-])c1 (centres undefined),94*,93*,95*,94*,97*,96*
Cc1ccc(N2C(=O)C3CSCN3C2=O)cc1 (centres undefined),5,6,31,7,9,20
COc1cccc(C(NC2=NCCC=N2)c2cc3c(cc2O)OCO3)c1O (centres undefined),45,49,42,72*,38,24
C=C1CC(c2ccc(OCCCN3C(=O)c4ccccc4C3=O)cc2)OC1=O (centres undefined),29,-6,10,15,9,-4
NC(=S)N/N=C\c1ncccc1OCc1cccc(N)c1,6,29,32,42,37,47
O=C(O)CCC(=O)OCc1ccccc1,-17,1,3,-22,-11,23
CC(=O)c1c(-c2ccc(O)cc2)oc2cc(O)ccc12,-32,-7,-3,0,-11,-5
O=C(c1ccccc1)C(C(=O)c1ccccc1)C(c1ccccc1)C(C(=O)c1ccccc1)C(c1ccccc1)c1ccccc1 (centres undefined),22,38,26,28,8,15
CN(C)c1ccc(/C=C2\Cc3ccccc3C2=O)cc1,-10,-13,-5,0,10,-17
COC(=O)Nc1cccc(NC(=O)C(=O)O)c1,-29,-1,0,-1,-5,4
CCOC(=O)c1[nH]c(C)c(C#N)c1C,-35,-19,-34,-13,-21,-27
O/N=C1\CCc2c1ccc1ccccc21,-1,-2,23,0,-13,-4
Nc1ncnc(N)c1NC(=O)CCCCc1ccccc1,5,-6,4,-13,1,-12
C#CCCCc1ccccc1,18,27,24,64,40,47
c1ccc2c(c1)CCc1[nH]c3c(c1-2)-c1ccccc1CC3,88*,86*,88*,90*,90*,91*
c1ccc2c(c1)Nc1cc3ccccc3cc1N2,23,62,74*,36,43,43

# Shown bar-delimited: part of the list above
structure | cln2 rad14 | mlh1 rad18 | rad50 | sgs1 mgt1 | bub3 | yeast mec2-1
CCC(CCCN)Nc1cc(OC)cc2cccnc12 (centres undefined) | 28 | 53 | 60 | 65 | 55 | 42
COC(=O)c1c(CC(=O)OC(C)C)cc2n(c1=O)Cc1c-2nc2ccccc2c1OC | -21 | -17 | 0 | 0 | 20 | -1
CN(N=O)c1c([N+](=O)[O-])cc2c(c1[N+](=O)[O-])Cc1ccccc1-2 | 18 | 19 | 0 | -9 | 15 | -4
CC(C)C(NC(=O)C(NC(=O)OCc1ccccc1)C(C)O)C(=O)NN (centres undefined) | -57 | 0 | -2 | 12 | 2 | -11
CC(O)COC(C)COC(C)c1ccccc1 (centres undefined) | -2 | 5 | 2 | -4 | 2 | 0
COC(=O)C1=C(C)NC(C)=C(C(=O)OCCCN2CCC(c3ccccc3)(c3ccccc3)CC2)C1c1cccc([N+](=O)[O-])c1 (centres undefined) | 94* | 93* | 95* | 94* | 97* | 96*

# (cont.)
SMILES,cln2 rad14,mlh1 rad18,rad50,sgs1 mgt1,bub3,yeast mec2-1
COc1ccc(/C=C2\NC(=O)NC2=O)cc1Br,7,8,12,3,9,10
CCOC(=O)c1cc2cc(Cc3ccc4[nH]c(C(=O)OCC)cc4c3)ccc2[nH]1,-26,-44,-13,-26,-32,-21
CCOC(=O)c1nc2c(C)nc(N(C)C)nc2n(C)c1=O,6,8,18,29,-2,3
COc1cc(CC(=O)C(=O)O)ccc1O,-15,-2,1,4,2,-3
CC(C#N)(Nc1ccccc1)c1ccccc1 (centres undefined),-33,-6,1,7,-11,7
CSc1nc(N(C)NC=O)cc(=O)n1C,-16,13,-8,-15,-13,-18
NC(CSCc1ccccc1)P(=O)(O)O (centres undefined),-7,-2,8,0,-2,1
CNC(=O)Nc1ccc(C(=O)O)cc1,-38,5,9,5,10,4
CC(=O)Oc1c2oc3cc(O)c(O)cc3c2c(OC(C)=O)c2oc3cc(O)c(O)cc3c12,-5,-29,0,-1,-1,0
c1ccc(C(c2ccc3c(c2)CCCC3)C(c2ccccc2)(c2ccccc2)c2ccccc2)cc1 (centres undefined),16,25,0,5,-4,0
O=S(=O)(Nc1ccc2c3c(cccc13)C=C2)c1ccccc1,61,92*,64,80*,63,75*
CC(C)C(NC(=O)C(CSCc1ccccc1)NC(=O)OCc1ccccc1)C(=O)O (centres undefined),28,21,24,13,-2,-2
CCO/C=C1/N=C(c2ccc(Cl)c([N+](=O)[O-])c2)OC1=O,-11,17,9,-4,-12,5
CC(C)(C)c1cc2c3c(c1)Oc1cc(C(C)(C)C)cc4c1C3(O)c1c(cc(C(C)(C)C)cc1O4)O2,87*,88*,90*,86*,85*,88*
COc1cc(OC)c2ccc(=O)oc2c1,7,24,27,16,39,8
NC(=S)N/N=C/c1cccnc1,-70,-19,-21,-6,9,-6
Nc1nc(=O)n(C2OC(CO)C(O)C2O)c2ccccc12 (centres undefined),-5,-11,3,-11,7,-12
O=C1C(=O)c2ccccc2C(O)=C1CCCCCCCCC1CCCCC1,-17,-83,-5,-39,-52,18
COc1c(O)c(O)c2c(c1O)C(=O)c1cc(C)cc(O)c1C2=O,-8,-19,-16,-23,-30,-27
Cc1cccc2sc(=S)[nH]c12,20,31,35,29,30,19
Clc1cccc(-n2cccc2)c1,-9,-9,6,-7,-21,-5
O=C(NNc1nc(N2CCOCC2)nc(N2CCOCC2)n1)c1ccccc1,15,-4,17,11,-5,5
O=C1c2ccccc2C(=O)c2cc(Br)ccc21,-110,0,-7,12,-16,-22
OCC(O)C(O)C(O)/C=N\Nc1ccccc1 (centres undefined),43,18,50,39,52,44
COc1cc(/C=N/NC(=O)c2ccccc2NC(=O)c2ccccc2)ccc1O,-32,31,2,20,38,-13
O=C(NC(Cc1cccnc1)C(=O)O)c1ccccc1 (centres undefined),-16,8,3,9,13,11
c1cncc(-c2c3ccccc3cc3ccccc23)c1,-8,5,22,3,5,-16
CC(C)(c1cc(Br)c(O)c(Br)c1)c1cc(Br)c(O)c(Br)c1,90*,88*,87*,88*,87*,91*
NC(N)=NCCCC(NC(=O)c1ccccc1)C(=O)O (centres undefined),4,-9,-8,14,14,18
CC(=O)CC(c1ccccc1)c1ccccc1,6,-1,5,9,-10,-4
O=Nc1ccc(O)c2ncccc12,-27,31,7,16,2,-9
COc1ccc(-c2onc3ccc(Cl)cc23)cc1,-63,21,-9,17,7,4
COC(=O)c1cc(O)ccc1NC(=O)c1ccc(O)cc1,-6,9,16,-3,-2,-4
O=[N+]([O-])c1ccc(NN=C2c3ccccc3Cc3ccccc32)c([N+](=O)[O-])c1,-17,6,14,-5,-10,14
CCCCCCCCCCCC(=O)CC(=O)c1c(O)cccc1O,0,-12,1,6,21,-12
O=C(O)C(Oc1ccc(Cl)cc1Cl)C(Oc1ccc(Cl)cc1Cl)C(=O)O (centres undefined),-16,4,-4,-10,2,-4

# Single records (already shown).
# Shown for O=Nc1ccc(O)c2ncccc12 : cln2 rad14 = -27; mlh1 rad18 = 31; rad50 = 7; sgs1 mgt1 = 16; bub3 = 2; yeast mec2-1 = -9
# Shown for CC(C)(c1cc(Br)c(O)c(Br)c1)c1cc(Br)c(O)c(Br)c1 : cln2 rad14 = 90*; mlh1 rad18 = 88*; rad50 = 87*; sgs1 mgt1 = 88*; bub3 = 87*; yeast mec2-1 = 91*

# Further results follow.
SMILES,cln2 rad14,mlh1 rad18,rad50,sgs1 mgt1,bub3,yeast mec2-1
O=c1oc2ccccc2c(O)c1Cc1cccc(Cc2c(O)c3ccccc3oc2=O)c1,9,5,12,5,-11,5
c1ccc(N=C2c3ccccc3CN2c2ccccc2)cc1,-12,-51,-66,-38,-15,-74
CCOC(=O)CC(N)/C(C)=N\O (centres undefined),-10,-1,-34,-11,11,5
COC(=O)c1ccccc1N=CCC(C)CCCC(C)(C)O (centres undefined),-8,-5,-10,26,0,4
COc1ccc(C(=O)O)c(OC)c1,-79,-6,12,-15,-38,-4
N#CC1(C#N)C(C#N)(C#N)C12CCCCCC2,99*,99*,99*,100*,99*,99*
Cc1nc(N)[nH]c(=O)c1CC(C)O (centres undefined),-27,8,0,-7,0,-4
NCCNCC1CCNCC1,10,-16,-21,-37,-2,-32
CCCCS(=O)(=O)CCC(N)P(=O)(O)O (centres undefined),-34,-37,-27,-43,-6,-78
O=c1/c(=C/c2cccc([N+](=O)[O-])c2)sc2nc3ccccc3n12,-5,-13,-10,-18,-10,-13
CC(C)(C)C1CCC(=NO)CC1 (centres undefined),18,24,23,16,14,16
NC(=O)NC(NC(=O)NC(NC(N)=O)c1ccco1)c1ccco1 (centres undefined),6,15,11,11,2,15
CC(O)COc1ccc(-c2ccccc2)cc1 (centres undefined),16,20,6,33,28,-3
CC(=O)OCCOCNC(=S)N/N=C/c1ccc([N+](=O)[O-])o1,20,15,54,21,8,7
Cc1ccc(Nc2n[nH]c(=S)s2)cc1F,x,77*,86*,x,x,78*
CN(CCCn1ccnc1[N+](=O)[O-])CCCn1ccnc1[N+](=O)[O-],4,12,-28,0,-5,-13
